Compound activity from PubChem BioAssay.
Tau ThT inhib – inhibitors of human tau fibril formation, thioflavin T binding | 270,000 tested, 2.1% active | AID 1460 | P10636 | recombinant tau K18 P301L, heparin-induced fibrillization, ThT fluorescence | Potency, µM (highest dose often 57.4 µM), without a hit: at the highest dose activity, negative = inhibition, usual class: inhibitors; also: % is scaled to controls: 0 for no effect and ±100 for the full control effect; nearly all actives have a fitted effect of over 55% in size
Target sequence (P10636 561-689 P618L limits assumed): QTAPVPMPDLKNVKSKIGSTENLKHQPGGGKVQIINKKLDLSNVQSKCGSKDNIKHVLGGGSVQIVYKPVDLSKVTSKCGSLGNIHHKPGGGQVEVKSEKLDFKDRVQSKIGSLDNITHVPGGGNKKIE
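Aggregation was driven by heparin (20 uM final) acting on recombinant tau […] bearing P301L in 100 mM sodium acetate pH 7; fibrils were detected with Thioflavin T.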
KDM4E inh – blocks human JMJD2E demethylase activity | AID 2147 | 230,000 tested, 1.6% active | JMJD2E catalytic domain, FDH-coupled NADH fluorescence (FDH is formaldehyde dehydrogenase) | Potency, µM (doses to about 57.1 µM), without a hit: top-dose activity change, negative = inhibition, most hits filed as inhibitors | B2RXH2; active = well fitted inhibition curve with a large enough effect, not every such curve was filed as active; inconclusive = small, poorly fitted or top-dose-only effect, or another doubt; inactive = no such curve, though single readings can be large or run the other way;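 also: 0% = wells with enzyme and -100% = buffer wells without enzyme; nearly all actives have a fitted effect of over 50% in size; many of its hits are not listed in these tables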
Target sequence (B2RXH2 1-337 limits assumed): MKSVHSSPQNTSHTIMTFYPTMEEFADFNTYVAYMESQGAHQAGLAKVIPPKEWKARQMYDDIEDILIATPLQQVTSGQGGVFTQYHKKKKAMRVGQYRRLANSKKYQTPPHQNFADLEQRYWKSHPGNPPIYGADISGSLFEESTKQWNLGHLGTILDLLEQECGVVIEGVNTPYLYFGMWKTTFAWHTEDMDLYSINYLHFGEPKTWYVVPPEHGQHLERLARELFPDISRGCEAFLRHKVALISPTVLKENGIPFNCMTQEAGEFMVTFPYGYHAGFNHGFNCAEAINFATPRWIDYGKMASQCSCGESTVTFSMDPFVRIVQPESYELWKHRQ
Tau fibril FP – blocks human tau fibril formation measured by polarization; P10636; Potency, µM (doses to about 57.7 µM), for inactives: top-dose activity, negative = inhibition, actives largely listed as inhibitors; K18 P301L tau heparin fibrillization, Alexa594 FP, 6 h; 280,000 tested, 0.39% active; also: % is scaled to controls: 0 for no effect and ±100 for the full control effect; nearly all actives have a fitted effect of over 55% in size
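Compound effects on tau fibrillization are measured by Alexa 594 fluorescence polarization (ex 555, em 632 nm). K18 P301L tau is used at 15 uM with 0.24 uM labeled tracer, and 20 uM heparin induces aggregation over 6 hr at 37 C.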
HTT aggregate – mutant huntingtin aggregation inhibition; PC12 HttQ103-GFP aggregates, Acumen cytometry, 40 h; Potency, µM (series often up to 46.1 µM), for inactives: at the top dose activity change, negative = inhibition, hits mostly inhibitors; 220,000 tested, 1.1% active; also: % is scaled to controls: 0 for no effect and ±100 for the full control effect; nearly all actives have a fitted effect of over 60% in size
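Compounds (qHTS titration) were added to PC12 cells expressing an ecdysone-driven HTT exon 1 Q103–GFP fusion after induction with 100 nM tebufenozide. Aggregate formation was measured as GFP objects in cell lysates.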
Tau fluor cs – counter-screen for tau fibril formation inhibitors; tau K18 P301L (four-repeat tau fragment) Alexa594 fluorescence, heparin fibrillization; AID 1463; 280,000 tested, 0.93% active; Potency, µM (doses to about 57.7 µM), for the others: at the top dose activity change, negative = decrease; also: % is scaled to controls: 0 for no effect and ±100 for the full control effect; nearly all actives have a fitted effect of over 55% in size
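Human K18 P301L tau (15 uM unlabeled plus 0.24 uM Alexa 594-labeled, final) in 100 mM sodium acetate pH 7 was mixed with compound and 20 uM heparin and incubated 6 hr at 37 C.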
HTT ATP protect – cytoprotection in Huntington HTT-Q103 PC12 cell model | PC12 HTT-Q103 induced, cytoprotection, ATP luminescence, 40 h | Potency, µM (titrated, usually from 56.4 µM), without a hit: cytoprotection (ATP increase), hits mostly activators | 230,000 tested, 0.14% active;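 also: % of control where 0% means no effect; nearly all actives have a fitted effect of over 45% in size; toxic huntingtin expression switched on by the ecdysone agonist tebufenozide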
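PC12 cells with ecdysone-inducible HTT exon 1 Q103-GFP, induced with 100 nM tebufenozide and co-treated with library compounds in a dose series (1536-well, 1500 cells/well). Cytoprotection read as ATP content by ATPlite luminescence.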
SMN2 splice up – SMN2 splice variant enhancement; Potency, µM (titrated, usually from 46.1 µM), without a hit: at the highest dose activity change, positive = activation, usual class: activators; 210,000 tested, 2.8% active; HEK293 SMN2-luciferase splicing reporter, luminescence, 30-36 h; also: % of control where 0% means no effect; nearly all actives have a fitted effect of over 55% in size
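qHTS luciferase splicing reporter: luminescence rises when SMN2 exon 7 is included in transfected HEK293 cells. Compound exposure lasted 30-36 h at 37C, with 4.5 mM final sodium butyrate as control, followed by a ONE-Glo read.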
ALDH1A1 block – inhibitors of human aldehyde dehydrogenase 1A1. P00352. Purified ALDH1A1, NADH fluorescence, propionaldehyde substrate. Potency, µM (doses to about 75.3 µM), without a hit: at the top dose activity, negative = inhibition, actives largely listed as inhibitors. 220,000 tested, 7.3% active. AID 1030; active = well fitted inhibition curve with a large enough effect, not every such curve was filed as active; inconclusive = small, poorly fitted or top-dose-only effect, or another doubt; inactive = no such curve, though single readings can be large or run the other way;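 also: plate controls were no enzyme wells and a reference inhibitor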
Target sequence (P00352 whole entry, looked up): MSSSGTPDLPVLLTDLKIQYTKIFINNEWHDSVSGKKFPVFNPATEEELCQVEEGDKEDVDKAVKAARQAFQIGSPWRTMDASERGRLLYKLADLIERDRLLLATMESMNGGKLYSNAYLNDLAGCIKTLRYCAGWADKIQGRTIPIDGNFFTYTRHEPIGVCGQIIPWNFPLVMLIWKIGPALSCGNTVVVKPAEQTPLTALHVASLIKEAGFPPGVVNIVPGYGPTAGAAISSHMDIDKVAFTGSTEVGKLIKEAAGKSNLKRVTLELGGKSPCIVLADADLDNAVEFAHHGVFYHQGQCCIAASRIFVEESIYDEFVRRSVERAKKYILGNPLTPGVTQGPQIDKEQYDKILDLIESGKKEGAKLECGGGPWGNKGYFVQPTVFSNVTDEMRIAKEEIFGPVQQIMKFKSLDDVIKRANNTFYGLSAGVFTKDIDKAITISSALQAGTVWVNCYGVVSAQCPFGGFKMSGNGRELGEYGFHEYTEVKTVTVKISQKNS
An asterisk follows results filed as active; ? = inconclusive; . = not tested or not shown; & = joins results of further samples; [ ] = another dose, or the depositor's remark. Unless noted, calls follow the shape of the dose curve; as a rule, active = well fitted curve in the direction sought with a large enough effect; inconclusive = small, poorly fitted or top-dose-only effect, or another doubt; inactive = no such curve, though single readings can be large; an effect the other way counts as inactive or inconclusive. Potency is read from the fitted curve at half-maximal effect. Some of the compounds tested; the hit share may differ from the screen's.

SMILES	Tau ThT inhib	KDM4E inh	Tau fibril FP	HTT aggregate	Tau fluor cs	HTT ATP protect	SMN2 splice up	ALDH1A1 block
N=C1C(c2nc3ccccc3s2)=C(O)CN1Cc1ccco1	?	?	-9%	0%	-20%	-23%	?	22µM*
CCOC(=O)N1CCN(C(=O)c2ccc(-n3c(=S)[nH]c4ccccc4c3=O)cc2)CC1	0%	10%	3%	18%	2%	1%[0.074 µM]	-8%	7%
N#C/C(=C/c1cccs1)c1ccccn1	.	-2%	1%	-30%[9.22 µM]	3%	4%[10 µM]	.	.
O=C(COC(=O)c1ccc(O)cc1)Nc1cc(C(F)(F)F)ccc1Cl	2%	5%	-10%	18%	-14%	19%[10 µM]	12%	4%
CCOc1ccc(CCNS(=O)(=O)c2ccc3c(c2)NC(=O)CC(=O)N3)cc1OCC	-3%	4%	-8%	20%	-6%	-7%[10 µM]	5%	-1%
Cc1cc(C)nc(SCC(=O)Nc2ccccc2[N+](=O)[O-])n1	-10%	3%	5%	10%	-9%	1%	-19%	-14%
Cc1sc2c(c1C)C(=O)NC(c1ccccc1F)N2 (stereo not given)	-7%	5%	-6%	8%[9.22 µM]	-13%	23%[10 µM]	.	.
CCN(C(=O)CSc1nnc(-c2ccccc2)n1C)C1CCS(=O)(=O)C1 (stereo not given)	-2%	4%	1%	0%	-3%	-9%	10%	-3%
Cc1ccc2[nH]c(=O)c(CN(Cc3ccco3)C(=O)c3ccncc3)cc2c1	-10%	?	0%	9%	2%	-60%[inhibitor][0.074 µM]	-10%	-15%
Nc1cc(=O)[nH]c(N2CCN(c3ccccc3)CC2)n1	?	2%	0%	32%	-5%	-13%	0%	-4%
CNC(=O)NC(=S)NC(=O)c1ccc(OC)cc1	-4%	1%	-3%	9%	0%	-38%	-1%	18%
O=S(=O)(NCc1ccncc1)c1ccc(S(=O)(=O)NCC2CCCO2)cc1 (stereo not given)	14%	-2%	-1%	?	2%	25%[10 µM]	-27%	0%
COc1ccc(CCNC(=O)c2ccc3c(=O)n(Cc4ccco4)c(=S)[nH]c3c2)cc1OC	?	-18%	-15%	11%	-22%	-13%	-23%	2.5µM*
O=C1CC(c2ccccc2)CC2=C1C=Nc1ccccc1N2 (stereo not given)	0%	-31%	-7%	-1%	0%	?	-49%[inhibitor]	?
CCC(CO)Nc1ccc(-c2nn(C)c(=O)c3ccccc23)cc1[N+](=O)[O-] (stereo not given)	25µM*	1%	10%	2%[9.22 µM]	-20%	-21%[10 µM]	12%	1.4µM*
Cc1ccc(C(=O)COC(=O)CNC(=O)CNC(=O)c2ccc(C)cc2)cc1	7%	1%	1%	-8%	7%	15%[10 µM]	27%	12%
CS(=O)(=O)c1ncc(Cl)c(C(=O)N2CCN(c3cccc(Cl)c3)CC2)n1	?	.	?	.	-10%	.	-1%	.
Cc1nnc2n1NC(c1ccc(Cl)cc1)C(C(=O)N1CCC(C)CC1)S2 (stereo not given)	-7%	10%	-3%	2%	-1%	-4%[10 µM]	11%	12%
CCOC(=O)C1(Cc2cccc(OC)c2)CCN(CC(O)CO)CC1 (stereo not given)	-1%	2%	-4%	0%[9.22 µM]	-3%	6%[10 µM]	.	.
COc1ccc(N(C(=O)c2ccccc2OC)C2C=CS(=O)(=O)C2)c(OC)c1 (stereo not given)	8%	8%	-6%	2%	-2%	12%	-14%	18%

Single records, as listed above.
CCN(C(=O)CSc1nnc(-c2ccccc2)n1C)C1CCS(=O)(=O)C1 (stereo not given) as listed: Tau ThT inhib = -2%; KDM4E inh = 4%; Tau fibril FP = 1%; HTT aggregate = 0%; Tau fluor cs = -3%; HTT ATP protect = -9%; SMN2 splice up = 10%; ALDH1A1 block = -3%
O=C1CC(c2ccccc2)CC2=C1C=Nc1ccccc1N2 (stereo not given) as listed: Tau ThT inhib = 0%; KDM4E inh = -31%; Tau fibril FP = -7%; HTT aggregate = -1%; Tau fluor cs = 0%; HTT ATP protect = ?; SMN2 splice up = -49%[inhibitor]; ALDH1A1 block = ?

Continued.
SMILES	Tau ThT inhib	KDM4E inh	Tau fibril FP	HTT aggregate	Tau fluor cs	HTT ATP protect	SMN2 splice up	ALDH1A1 block
COc1ccccc1CNC(=O)Cc1ccc(Br)cc1	4%	0%	2%	-5%	1%	3%[10 µM]	29%	?
C#CCCOC(=O)N1C2=NC(C(=O)OC)=C(C(=O)OC)[C@@H]3N(C)c4ccc(OC)cc4[C@]23C[C@H]1C(=O)OC	1%[11.5 µM]	6%[11.4 µM]	5%[11.6 µM]	.	-1%[11.6 µM]	-19%[10 µM]	-3%[9.22 µM]	5%[13.5 µM]
COc1ccccc1-c1nc(SCC(=O)N(C)c2ccccc2)c2c(=O)n(C)c(=O)n(C)c2n1	-8%	10%	2%	5%	-1%	-27%	5%	-2%
CCn1c(-c2ccncc2)n[nH]c1=S	-10%	5%	1%	9%	-9%	-8%	-1%	1%
COc1ccc(Cc2nc3ccccc3n2C)cc1	-5%	0%	0%	12%	-5%	-14%	-15%	6%
Cc1ccc(C(=O)NC2CCCc3ccccc32)o1 (stereo not given)	-7%	0%	2%	26%	-8%	6%	-14%	?
Cc1cccc(C(=O)/C=C2/c3ccccc3CC(C)(C)N2C)c1	?	-1%	2%	-10%	-17%	17%[10 µM]	-4%	-14%
Cc1ccc2[nH]c(=O)c(COC(=O)C3CCCCC3)cc2c1	-10%	?	-2%	2%[9.22 µM]	-9%	14%[10 µM]	.	.
CCOC(=O)c1cnc(C(F)(F)F)nc1Oc1ccccc1	-13%	-9%	-9%	-18%[9.22 µM]	-14%	-7%[10 µM]	.	2%
CCN(C(=O)c1cn(CC(C)C)c(=O)c2cc(OC)c(OC)cc12)c1cc(OC)ccc1OC	-3%	.	9%	.	0%	.	2%	.
N#C/C(=N\Nc1ccc(Cl)c(Cl)c1)C(=O)C1CC1	.	-3%	2%	?	?	-61%[inhibitor][10 µM]	.	.
CCOC(=O)c1ccc(CNCc2ccc(C)cc2)cc1	-1%	-1%	-2%	6%	0%	-12%[10 µM]	-4%	8%
O=C(N/N=C\c1ccc(Cl)s1)c1ccc(Cn2cccn2)o1	7%	-15%	-2%	22%	-1%	10%[10 µM]	6%	-1%
COc1cc(C(C)=O)ccc1COc1ccc(C(=O)OCC(=O)NC(C)(C)C)cc1OC	-14%	-5%	4%	-1%	-8%	0%[10 µM]	-8%	?
CCc1nnc(NC(=O)CN2CCOCC2)s1	-12%	8%	-7%	-4%	-12%	15%	3%	-13%
C(=N/Nc1nccs1)/c1cccnc1	?	-26%	4%	-25%	-18%	-38%[inhibitor]	?	5%
CC(=O)c1cccc(NC(=O)c2ccc(N(C)S(C)(=O)=O)cc2)c1	2%	2%	-3%	-5%	5%	2%[10 µM]	-10%	13%
OCCN(Cc1ccccc1)Cc1ccc(F)c(F)c1	-4%	-27%	-8%	?	-4%	10%[10 µM]	15%	-10%
CCCCC1=CC2=C(c3ccco3)C(=O)C(C)(OC(=O)c3ccc(OC)cc3)C(=O)C2=CN1C(CO)CO (stereo not given)	-17%[11.5 µM]	-18%[11.4 µM]	-6%[11.6 µM]	-29%[9.22 µM]	-4%[11.6 µM]	-15%&-10%[10 µM]	-11%[9.22 µM]	?
Cc1ccc(SCCC(=O)Nc2nccs2)cc1	-1%	-2%	-6%	-19%	-4%	-9%	-11%	2%
COC(=O)c1ccccc1NC(=O)c1ccccc1SC	12%	-9%	-10%	-13%	0%	-6%[1.9 µM]	-24%	-4%
COc1ccccc1NC(=O)c1c(C)nc2ccccc2c1C(=O)O	-3%	-3%	6%	-2%[9.22 µM]	1%	22%[10 µM]	.	.
COc1cc(C(=O)Nc2nnc(C(F)(F)F)s2)c([N+](=O)[O-])cc1OC	-15%	-4%	2%	16%[9.22 µM]	-8%	-45%	-12%	-2%
Cc1cc2c(n1-c1ccc(Cl)cc1)CC(C)(C)CC2=O	-14%	-2%	1%	-10%	-5%	-4%	-15%	-4%
O=C1c2ccccc2-c2cccc(C(=O)N3CCN(C(=O)c4ccccc4)CC3)c21	-9%	10%	-2%	14%	-7%	18%[10 µM]	-16%	?
O=C(CCc1ccccc1)NNC(=O)C1CCCCC1	-6%	-2%	7%	7%	4%	1%	21%	26%
CCC(=O)N1CCc2cc(S(=O)(=O)CCC(=O)NCc3ccccc3Cl)ccc21	1%	.	-2%	.	-5%	.	-6%	.
COc1ccc(S(=O)(=O)NCCC(=O)NC(C)c2ccccc2)cc1 (stereo not given)	-7%	?	-8%	0%	-2%	1%	7%	-6%
O=C(CCCc1nc(-c2ccccc2)no1)Nc1cccnc1	-19%	17%	-4%	-9%	-15%	-1%[0.074 µM]	-8%	-4%
O=C(C1CCC1)N1CCc2cc(S(=O)(=O)NCc3cccnc3)ccc21	-15%	10%	0%	-27%	1%	-28%	.	0%
COc1ccc(CCNC(=O)CN(c2ccc(OC)cc2)S(C)(=O)=O)cc1	-5%	2%	-1%	-6%[9.22 µM]	-6%	-6%	-10%	1%
CCOc1ccc(CNCCc2ccc(S(N)(=O)=O)cc2)cc1	-2%	-25%	-4%	.	-3%	.	0%	7%
S=C(NCCCc1ccccc1)Nc1ccccc1Cl	6%	-4%	?	-18%	?	3%[10 µM]	?	-12%
C=CCOC(=O)C1=C(C)NC(SC)=C(C#N)C1c1cccs1 (stereo not given)	-9%	-2%	-6%	-1%	-27%	-55%[inhibitor]	9%	?
C=CCN1c2ccccc2[C@]23C[C@@H](C(=O)OC)N(C(=O)NCCC)C2=NC(C(=O)OC)=C(C(=O)OC)[C@H]13	10%	0%	-1%	-25%[9.22 µM]	6%	-8%[10 µM]	.	.
COc1ccccc1CN(Cc1ccco1)S(=O)(=O)c1ccc(-n2cnnn2)c(OC)c1	-12%	-5%	-3%	7%	-22%	27%[10 µM]	23%	?
O=C(Cc1ccc2c(c1)OCCO2)N1CCN(S(=O)(=O)c2cccc(C(F)(F)F)c2)CC1	6%	-3%	-5%	12%	-1%	6%[10 µM]	4%[1.84 µM]	6%
Clc1ccc(-c2nnc(C3CCCCC3)o2)cc1	-4%	-6%	1%	15%	1%	21%	27%	?
CC(=O)N1N=C(c2ccc(C(C)(C)C)cc2)OC1(C)C	-15%	?	3%	23%	-2%	1%[10 µM]	.	-10%
Cn1c(SCC(=O)N/N=C/c2cccnc2)nnc1-c1ccccc1	-3%	5%	-1%	14%[9.22 µM]	-2%	-7%[10 µM]	.	.
